Compound activity: PubChem, several laboratories
Mdm2 ligase inh: inhibitors of human Mdm2 E3 ubiquitin ligase; Q00987; cell-based MDM2 ubiquitination luciferase reporter, 2 h; 0 = plate control, 100 = twice control, blank-subtracted; signal enhancement, % at 5 µM; actives 0.11% (n = 210,000);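 active = signal enhancement of 30% or more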;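 also: luminescence tracks abundance of the self-degrading MDM2-luciferase fusion protein; higher signal means inhibition of MDM2 E3 ligase activity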
Target sequence (Q00987 whole entry, looked up, the tested form may be a part): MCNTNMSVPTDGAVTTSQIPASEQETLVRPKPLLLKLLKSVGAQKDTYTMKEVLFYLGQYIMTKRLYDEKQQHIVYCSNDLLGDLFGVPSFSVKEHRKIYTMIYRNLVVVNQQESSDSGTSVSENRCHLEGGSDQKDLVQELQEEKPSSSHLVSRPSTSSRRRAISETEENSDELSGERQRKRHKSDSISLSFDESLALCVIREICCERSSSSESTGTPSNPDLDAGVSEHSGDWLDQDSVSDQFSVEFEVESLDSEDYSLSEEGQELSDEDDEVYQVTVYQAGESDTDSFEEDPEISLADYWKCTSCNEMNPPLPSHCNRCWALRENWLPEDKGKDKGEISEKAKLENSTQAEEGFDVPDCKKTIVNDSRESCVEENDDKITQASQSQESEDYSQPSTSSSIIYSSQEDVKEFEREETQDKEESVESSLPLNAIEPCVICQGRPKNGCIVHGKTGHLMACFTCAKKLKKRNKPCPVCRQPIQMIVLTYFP
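Test system: stable mammalian line carrying autodegrading MDM2–luciferase fusion reporter; quantity: 2000 cells in each well; times: 4 h cell settling then 2 h compound exposure, 37 °C; detection: luminescence with SteadyLite reagent, 15 min at room temperature; evaluation: percent signal gain over controls, blank-subtracted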
TNF necrop inh: blocks TNF-alpha induced death of Jurkat FADD-/- cells. activation (protection from cell death), % at 10 µM. AID 463075. actives 0.068% (n = 220,000). Jurkat FADD-/- TNF necroptosis rescue, ATP luminescence, 24 h; 0 = TNF only, 100 = no-TNF cells;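 active = activation, meaning protection from cell death, of at least 50% relative to plate controls; inactive = activation below 50%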;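 also: necroptosis triggered by 40 ng/mL TNF-alpha added together with compound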
m-calpain inh: blocks pig calpain II enzyme activity | purified calpain II, fluorogenic peptide substrate, 30 min | inhibition, % at 16 µM | actives 0.37% (n = 220,000);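 active = inhibition above about 50%, limit read from the data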
Rad51 HR inh: blocks human Rad51 in homologous recombination; inhibition, % at 10 µM; AID 1385; hRad51 DNA strand exchange, fluorescence dequenching; actives 0.085% (n = 200,000); Q06609;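 active = inhibition above 40% at the single screening dose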;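 also: 0% = DMSO control wells and 100% = blanks with heterologous ssDNA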
Target sequence (Q06609 whole entry, looked up): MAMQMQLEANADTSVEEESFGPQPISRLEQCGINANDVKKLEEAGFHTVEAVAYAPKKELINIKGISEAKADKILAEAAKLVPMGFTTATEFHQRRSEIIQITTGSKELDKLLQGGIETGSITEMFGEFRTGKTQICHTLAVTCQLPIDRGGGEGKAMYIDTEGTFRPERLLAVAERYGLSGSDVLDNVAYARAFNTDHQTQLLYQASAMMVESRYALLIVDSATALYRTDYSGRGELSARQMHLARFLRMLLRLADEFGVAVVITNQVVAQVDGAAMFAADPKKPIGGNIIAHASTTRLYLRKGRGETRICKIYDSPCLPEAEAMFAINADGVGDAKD
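Material: hRad51 filaments on single-stranded DNA; Reagent: Donor/quencher-labelled 47-bp dsDNA substrate; Compound: 10 µM final, single point; Schedule: 37 °C 15-min filament assembly, 30-min compound preincubation, 15-min exchange; Technique: FRET fluorescence, excitation 485 nm, emission 520 nm; Benchmarks: control wells and blank wells on each plate.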
KCC2 mod: modulates chloride dependent transport by human KCC2. actives 2.2% (n = 190,000). B-score of Tl+ flux slope (higher = more flux/activation; lower = inhibition) at 10 µM. KCC2 cells, thallium flux FluoZin-2 fluorescence;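 active = thallium flux slope and its plate-corrected score both differing from the plate sample mean at a set confidence after two filtering rounds, in either direction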;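 also: slope of fluorescence scaled to starting intensity during 10 to 20 s after thallium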
L929 necroptosis: blocks zVAD induced death of L929 cells. L929 zVAD necroptosis rescue, ATP luminescence, 24 h; with zVAD 60 µM. viability rescue, % at 10 µM. AID 1377. actives 0.38% (n = 220,000);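 active = activation, scaled between plate controls, above about 75%, limit read from the data; inactive = activation under that limit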;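 also: 0% = zVAD with DMSO and 100% = DMSO alone without zVAD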
PERK inhibitor: human PERK inhibition, primary cell-based screen; inhibition, % at 5.6 µM; CHO PERK-DD fusion, SEAP luminescence translation reporter; actives 0.17% (n = 220,000);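 active = inhibition above the mean inhibition of all tested compounds plus 3 SD, set separately per screening campaign, cut at about 2.9% in these data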;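 also: PERK kinase domain activated by AP20187 dimerizer at 100 nM; 0% = DMSO with dimerizer and 100% = rapamycin at 8.4 µM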
EBV gp42 block: EBV gp42 inhibition; actives 0.42% (n = 220,000); Fluorescence polarization binding assay, mP read-out; inhibition, % (tested at 21.74 µM); in the data active = inhibition above about 50%
Target sequence (Q1HVG2 whole entry, looked up): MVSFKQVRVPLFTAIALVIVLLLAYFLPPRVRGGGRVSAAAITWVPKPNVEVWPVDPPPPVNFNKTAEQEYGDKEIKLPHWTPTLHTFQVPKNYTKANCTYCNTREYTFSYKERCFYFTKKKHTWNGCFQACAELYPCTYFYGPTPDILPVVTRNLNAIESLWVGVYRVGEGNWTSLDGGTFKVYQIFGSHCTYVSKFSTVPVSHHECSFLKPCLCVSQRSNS
eIF4E 4G PPI: blocks eIF4E binding to eIF4G. P63073+Q04637. inhibition, % at 21.7 µM. AID 782. actives 0.37% (n = 220,000). TR-FRET eIF4E-eIF4GI(517-606) binding, 2 h;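 active = inhibition above about 30%, limit read from the data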;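 also: 0% = full FRET control wells and 100% = background wells lacking eIF4GI fragment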
* = called active by the depositor; i = inactive; nt = not tested or not shown; [ ] = another dose, or the depositor's remark.

SMILES | Mdm2 ligase inh | TNF necrop inh | m-calpain inh | Rad51 HR inh | KCC2 mod | L929 necroptosis | PERK inhibitor | EBV gp42 block | eIF4E 4G PPI
CCc1ccc(NC(=O)Cn2cnc3c(=O)n(C)c(=O)n(C)c32)cc1 | -11 | 0.2 | 24 | 2 | 1.1 | -0.2 | 0.6 | -6 | 5
COc1ccc(NC(=O)Nc2ncccc2C)cc1 | -7 | -1.1 | -19 | -1 | 1.5 | 0.6 | -0.5 | -5 | -4
O=C1CCCN1CCCNCC(=O)N1c2ccccc2Sc2ccccc21 | nt | 0.2 | -16 | -4 | -0.14 | -0.2 | -0.5 | -21 | -10[fluorescence artefact?]
CCOC(=O)c1[nH]c2ccc(OC)cc2c1NC(C)=O | -6 | -1.3 | -424 | 1 | 0.7 | 0.4 | 1.6 | -2 | 4
CN1C(=O)c2cccc(N(C)C)c2C1=O | -6 | -3.9 | 6 | -9 | nt | 0.2 | 0.4 | -21 | -2
COc1cc(CN2CCN(CCOCCO)CC2)cc(OC)c1OC | -4 | 0.5 | -3 | 4 | -0.43 | -0.3 | -0.2 | -14 | 5
Cc1cc(NC(=O)CSc2nnc(CNc3cccc(C(F)(F)F)c3)n2Cc2ccco2)no1 | -15 | 0.4 | 27 | 4 | 0.77 | 0.6 | -1.3 | -5 | 2
COc1ccc(OC)c(/C=N/NC(=O)c2cc(-c3ccc(C)o3)nc3ccccc23)c1 | 13 | -0.1 | -244 | 4 | 0.67 | -0.2 | 0.3 | 6 | 2
C=CCn1cc(C(=O)NCCCOC)c(=O)c2cc(S(=O)(=O)N(CC)CC)ccc21 | 5 | -3.0 | -20 | -32 | 0.024 | -0.5 | -1.3 | 12 | -2
C=CCn1c(SCC(=O)NC2CCCCC2)nnc1C1CCCCC1 | 3 | -1.1 | 7 | 2 | 0.41 | 0.0 | -1.0 | -10 | 8
CN(C)S(=O)(=O)N(CC(=O)N1CCN(Cc2ccccc2)CC1)c1ccccc1 | -6 | 0.3 | -5 | nt | -0.17 | -0.8 | -0.7 | 7 | 1
CN(C)C(=O)NC(Nc1cccc([N+](=O)[O-])c1)C(Cl)(Cl)Cl (configuration not stated) | -21 | -0.1 | -4 | 14 | 0.0037 | 0.1 | 0.1 | 1 | 3
CCc1ccc(OCc2nnc(SCc3ccc(C(=O)O)cc3)o2)cc1 | 0 | 0.9 | -28 | 1 | -1.2 | 2.5 | 0.3 | -14 | -2
CCOc1ccc(CCNC(=O)c2ccc(N3CCCC3=O)cc2)cc1OCC | 3 | -1.4 | -10 | 3 | 0.25 | -0.3 | -1.6 | -5 | 1
O=C1/C(=C/c2ccc(N3CCOCC3)o2)SC(=Nc2ccccc2)N1CCc1c[nH]c2ccccc12 | 19 | -21 | -119 | i | -1.6 | 1.6 | 0.5 | -14 | 4
CC(=O)Nc1ccc(S(=O)(=O)N[C@H](C(=O)O)C(C)C)cc1 | -1 | -2.3 | 6 | 4 | 1.8 | -0.1 | 0.2 | -11 | 3
COc1cc(C(=O)N2CCN(C(=O)CC(C)C)CC2)cc(OC)c1OC | -13 | 1.3 | -18 | 0 | 1.8 | nt | 0.2 | -1 | 2
COc1ccc2cc(C3(C)NC(=O)N(CC(=O)NCc4ccco4)C3=O)ccc2c1 (configuration not stated) | 20 | -7.3 | -14 | -5 | -0.3 | 0.3 | 1.7 | -11 | -3
CCCS(=O)(=O)N1CCN(c2ccccn2)CC1 | -6 | 0.7 | -37 | 5 | -0.58 | 0.8 | 0.5 | -29 | -7[fluorescence artefact?]
c1cnc2c(c1)ncc1cscc12 | -7 | 0.6 | -18 | -2 | 0.82 | 2.4 | 0.2 | 12 | 3
CCOC(=O)CC(=O)CSC1=C(C#N)C(c2ccccc2OC)CC(=O)N1 (configuration not stated) | -3 | -0.4 | -30 | -12 | nt | 0.7 | -1.1 | -4 | -3
COc1ccccc1-n1c(C)nnc1SCC(N)=O | -13 | -0.9 | -17 | -4 | 0.81 | -0.1 | 1.5 | -8 | 3[fluorescence artefact?]
COCCCn1c(=N)c(C(=O)NCC2CCCO2)cc2c(=O)n3ccccc3nc21 (configuration not stated) | -6 | -2.3 | i | 3 | -0.24 | -0.5 | 0.6 | -6 | -5
COc1ccc(CNC(=O)c2cc(C)nn2-c2ccccc2)cc1 | 9 | 1.5 | -8 | 11 | -0.42 | 1.0 | -0.7 | 0 | -1
Cc1cc(CNC(=O)COc2ccc(C)c(C)c2)c2ccccc2n1 | 0 | 1.1 | -8 | 22 | 0.2 | 4.0 | -0.1 | -18 | 1

Remaining list, next part:
SMILES | Mdm2 ligase inh | TNF necrop inh | m-calpain inh | Rad51 HR inh | KCC2 mod | L929 necroptosis | PERK inhibitor | EBV gp42 block | eIF4E 4G PPI
Cc1ccc(C(=O)NCc2ccccc2)cc1Br | 1 | 1.8 | 3 | nt | -1.2 | 0.9 | 0.4 | -17 | 1
CS/C(=N\S(=O)(=O)c1cccs1)NC(=O)CSc1nc2ccccc2s1 | nt | -4.2 | -10 | -8 | -2.2 | -0.2 | 1.1 | 4 | 15
COc1ccccc1NS(=O)(=O)c1cccc(NC(=O)c2nc3nc(C)cc(C)n3n2)c1 | -9 | -1.3 | 8 | -2 | -0.17 | -1.0 | -0.3 | 0 | 6
Cc1cc(C)n2nc(C(=O)Nc3nccs3)nc2n1 | -3 | 1.0 | -17 | 0 | 1.9 | -0.3 | 1.4 | -12 | 4
O=[N+]([O-])c1ccc(/C=C/c2ccncc2)cc1 | nt | -5.8 | -13 | nt | -0.38 | -0.6 | 2.8 | -16 | -5
S=C(Nc1ccc(Cl)cc1)NC1CC2CCC(C1)N2Cc1ccccc1 (configuration not stated) | -15 | -4.2 | 10 | nt | -0.59 | 1.3 | -0.2 | -1 | 1
CN(C)c1ccc(NC(=O)CN2CCN(CC(=O)Nc3ccc(F)cc3)CC2)cc1 | 1 | 2.0 | -32 | 18 | 0.27 | 2.4 | 0.0 | -17 | -4[fluorescence artefact?]
O=C1CC(N2CCOCC2)C(=O)N1c1ccccc1Cl (configuration not stated) | -34 | -2.2 | -14 | 5 | nt | 0.1 | 1.0 | 3 | 2
O=C(NCc1cccs1)C1CCCN1C(=O)NC1CCCCC1 (configuration not stated) | -4 | 0.5 | -6 | 0 | 0.32 | 0.2 | 0.2 | -10 | 1
COc1ccc(C(=O)NNC(=O)Cc2ccc(Cl)cc2)cc1 | 1 | -0.3 | -42 | -5 | -0.38 | 6.8 | 0.5 | -10 | -3
O=C(CSc1nccn1Cc1ccccc1)Nc1nccs1 | -11 | -0.3 | -1 | 1 | -1.5 | 0.7 | -0.8 | -14 | -4
O=C(CCCC(=O)OCC(F)(F)C(F)F)Nc1nccs1 | -24 | 0.7 | 21 | -1 | nt | -0.6 | 0.9 | -5 | -8
O=C(CCc1nnc(Cc2ccc(-c3ccccc3)cc2)o1)NCCc1ccccn1 | 0 | 0.7 | 27 | -5 | -1.5 | 0.1 | -0.6 | -2 | -2
O=C(CN1CCCCC1)Nc1ccc(NC(=O)c2ccccc2Cl)cc1Cl | 7 | 0.3 | -7 | -1 | -0.86 | 2.9 | -0.1 | -11 | 4
CCN(C(=O)CSc1ncnc2sc(C)c(C)c12)C1CCS(=O)(=O)C1 (configuration not stated) | -7 | 1.5 | -28 | 28 | 0.081 | 2.6 | -0.4 | -8 | -1
COC(=O)c1ccc(Cl)c(NC(=O)CN2CCN(Cc3ccccc3)CC2)c1 | 5 | -0.9 | 1 | 4 | -0.12 | 0.0 | -1.1 | 37 | -3
O=C(Cc1ccc([N+](=O)[O-])cc1)Nc1ccc2c(c1)OCO2 | -7 | 0.0 | -37 | 29 | -0.29 | 3.3 | 1.6 | -3 | 3
Cc1cccc(NC(=S)NCc2ccc3[nH]c4c(c3c2)CCCC4)c1 | nt | -28 | -13 | 1 | -0.43 | nt | 0.0 | 0 | 0
CC1CCN(C(=O)c2ccc(NS(C)(=O)=O)cc2)CC1 | -14 | -1.5 | 15 | 4 | 0.61 | -0.3 | -0.3 | 6 | 1
Cc1ccc(Nc2nnc(SCC(=O)NCCN3C(=O)CSC3=O)s2)cc1C | -16 | -3.5 | -2 | -11 | -3.7 | -0.6 | 0.2 | 2 | 5[fluorescence artefact?]
O=C(N/N=C/c1cc(Br)cc(Br)c1O)c1cccc(S(=O)(=O)N2CCOCC2)c1 | nt | -13 | -73 | i | -0.13 | 6.9 | 0.7 | -54 | -15
Nc1cc(=O)[nH]c(SCC(=O)Nc2cccc([N+](=O)[O-])c2)n1 | nt | 0.1 | 15 | 9 | 0.88 | 0.2 | -0.1 | 6 | 0
CCOC(=O)Cn1c2ccccc2c2nc(C)sc21 | -18 | 0.5 | 19 | nt | 0 | 1.0 | 0.7 | -16 | 0
C=C(C)CN1C(=O)C(O)(CC(=O)c2ccc3c(c2)OCCO3)c2ccccc21 (configuration not stated) | 6 | -0.5 | 2 | 3 | 1.9 | 0.0 | 0.2 | -23 | 10
CC(C)(C)c1nn2cnnc2n(/N=C/c2ccccc2)c1=O | -16 | -0.6 | 6 | -11 | 0.84 | -0.9 | 0.4 | -1 | 4

New compounds follow
SMILES | Mdm2 ligase inh | TNF necrop inh | m-calpain inh | Rad51 HR inh | KCC2 mod | L929 necroptosis | PERK inhibitor | EBV gp42 block | eIF4E 4G PPI
COCCn1nnnc1C(c1ccc(Cl)cc1)N1CCSCC1 (configuration not stated) | -17 | 2.2 | 20 | -6 | -0.015 | 0.9 | 0.2 | 8 | 4
COc1ccccc1C(=O)Nc1ccc2c(c1)OCO2 | -5 | -3.3 | 19 | nt | -0.15 | -0.3 | -0.1 | -9 | -3
O=C1C(Cl)=C(Nc2ccc(O)cc2)C(=O)c2ccccc21 | 1 | -30 | 14 | nt | -0.56 | 6.3 | -0.6 | 1 | 0
CCNc1nc(Oc2ccc(=O)n(C)n2)nc(N2CCOCC2)n1 | -12 | -0.3 | 6 | -6 | nt | 1.2 | 0.3 | -15 | 4
COc1ccc(OC(C)C(=O)Nc2ccccc2C(F)(F)F)cc1 (configuration not stated) | 262* | 1.1 | 12 | 8 | -0.018 | -0.7 | 0.3 | -19 | 0
COc1ccc(C(=O)NCc2nnc(SCC(=O)Nc3cccc(C(F)(F)F)c3)o2)cc1OC | -8 | 0.1 | 1 | 1 | nt | 0.2 | -0.3 | -6 | 6
Cc1cc(NC(=O)CC(F)(F)F)n(-c2ccccc2)n1 | -4 | 0.0 | -9 | 5 | -0.36 | 1.6 | 0.9 | -21 | -1
CC(=O)c1ccc(-n2nnnc2SCC(=O)N2CCc3ccccc3C2)cc1 | -13 | 0.5 | 25 | -8 | -0.17 | -0.2 | -1.1 | 5 | -5
CSc1ccc(CN(C)CC(=O)Nc2ccc(NC(C)=O)cc2)cc1 | -14 | 1.4 | -5 | 5 | 0.25 | 1.4 | 0.8 | -6 | 1
COc1ccc(Oc2nc(C)cc(C)c2C#N)cc1 | 3 | -2.0 | -10 | 6 | -0.43 | 0.2 | 0.0 | -10 | 3

Entries of single compounds, quoted from the list. Order of values: Mdm2 ligase inh, TNF necrop inh, m-calpain inh, Rad51 HR inh, KCC2 mod, L929 necroptosis, PERK inhibitor, EBV gp42 block, eIF4E 4G PPI
Cc1cc(NC(=O)CC(F)(F)F)n(-c2ccccc2)n1 as listed: -4, 0.0, -9, 5, -0.36, 1.6, 0.9, -21, -1
CSc1ccc(CN(C)CC(=O)Nc2ccc(NC(C)=O)cc2)cc1 as listed: -14, 1.4, -5, 5, 0.25, 1.4, 0.8, -6, 1
COc1ccc(Oc2nc(C)cc(C)c2C#N)cc1 as listed: 3, -2.0, -10, 6, -0.43, 0.2, 0.0, -10, 3
